KCNH2 3.1 block = inhibitors of human KCNH2 3.1 potassium channel isoform; activity change, % (tested at about 1.8 µM); U2OS KCNH2 3.1, thallium flux FluxOr; stronger effect = lower value; 340,000 compounds, 0.95% hits;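 active means maximum activity change below -70%; inconclusive means maximum activity change from -70% to -50%; inactive means maximum activity change above -50%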;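 further: thallium influx rate constant from kinetic fluorescence after stimulation buffer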
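U2OS cells transduced with KCNH2 3.1 mutant virus (1.77 x 10^8 /mL, 4 h), plated overnight at 37 C, loaded 45 min with FluxOr dye plus Red40 quencher. Thallium flux rate constant from kinetic reads after stimulation buffer, normalised to controls.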
Giardia kill = kills Giardia lamblia | Giardia lamblia trophozoite viability | activity change, % at 7.66 µM, hits read low | 340,000 compounds, 0.15% hits | AID 540267; in the data active means activity change below about -80%; inconclusive means between about -30% and that limit;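 further: parasites exposed to compound for two days anaerobically before the ATP read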
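Viability, read as ATP luminescence: trophozoites at 100 cells/well, compound added, 48 hrs anaerobic at 37 deg C, then 15-30 min room-temperature development before reading.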
hERG WT inh = KCNH2 (human, wildtype) channel inhibition | 340,000 compounds, 0.37% hits | activity change, % at 1.84 µM | U2OS, BacMam KCNH2, thallium flux FluxOr; stronger effect = lower value;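 active means maximum activity change below -70%; inconclusive means maximum activity change between -70% and -50%; inactive means maximum activity change above -50%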
Target sequence (Q12809 whole entry, looked up): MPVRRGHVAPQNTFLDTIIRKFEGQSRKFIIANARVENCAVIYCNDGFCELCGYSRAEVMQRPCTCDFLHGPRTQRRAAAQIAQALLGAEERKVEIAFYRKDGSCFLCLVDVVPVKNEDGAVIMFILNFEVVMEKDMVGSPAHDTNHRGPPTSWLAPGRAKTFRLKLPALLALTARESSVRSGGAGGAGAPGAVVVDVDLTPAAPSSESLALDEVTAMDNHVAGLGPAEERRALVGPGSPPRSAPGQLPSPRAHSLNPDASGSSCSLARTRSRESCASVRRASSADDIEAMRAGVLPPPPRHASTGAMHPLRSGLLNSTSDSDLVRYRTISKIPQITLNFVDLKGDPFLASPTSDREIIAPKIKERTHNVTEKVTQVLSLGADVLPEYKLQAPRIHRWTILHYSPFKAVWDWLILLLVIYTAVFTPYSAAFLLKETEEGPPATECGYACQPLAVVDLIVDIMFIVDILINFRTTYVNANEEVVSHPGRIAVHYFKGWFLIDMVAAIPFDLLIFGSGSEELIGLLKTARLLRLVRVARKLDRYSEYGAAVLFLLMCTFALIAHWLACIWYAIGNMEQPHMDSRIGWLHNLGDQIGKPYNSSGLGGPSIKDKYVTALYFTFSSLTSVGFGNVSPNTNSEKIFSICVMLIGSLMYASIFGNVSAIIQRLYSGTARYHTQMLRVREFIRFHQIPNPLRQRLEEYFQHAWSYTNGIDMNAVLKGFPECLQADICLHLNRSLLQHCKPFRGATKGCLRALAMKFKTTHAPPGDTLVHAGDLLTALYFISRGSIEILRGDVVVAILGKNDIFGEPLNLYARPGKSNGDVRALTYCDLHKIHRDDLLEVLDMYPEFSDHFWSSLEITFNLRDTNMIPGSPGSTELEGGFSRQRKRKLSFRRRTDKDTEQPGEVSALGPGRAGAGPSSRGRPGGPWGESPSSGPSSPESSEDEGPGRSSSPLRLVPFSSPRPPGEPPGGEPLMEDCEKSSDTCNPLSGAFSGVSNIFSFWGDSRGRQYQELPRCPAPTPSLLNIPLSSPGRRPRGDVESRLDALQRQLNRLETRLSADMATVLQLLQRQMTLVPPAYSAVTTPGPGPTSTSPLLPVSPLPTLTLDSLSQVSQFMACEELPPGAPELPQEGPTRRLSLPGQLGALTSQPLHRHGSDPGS
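U2OS cells transduced with wild-type KCNH2 virus are loaded with FluxOr dye for 45 min, and thallium flux is measured in kinetic reads before and after stimulation buffer. Rate constants are normalized to DMSO controls.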
uPA surface inh = inhibitors of cell surface uPA generation; cell surface uPA generation assay, qHTS; Potency, µM (doses to about 38.3 µM), without a hit: at the top dose activity change, negative = inhibition, hits mostly inhibitors; 330,000 compounds, 0.31% hits; AID 540303; active means well fitted inhibition curve with a large enough effect; inconclusive means small, poorly fitted or top-dose-only effect; inactive means no such curve, though single readings can be large or run the other way; tested in mouse RAW 264.7 cells; further: potency means the concentration at half of the fitted maximal effect; nearly all actives have a fitted effect of over 55% in size
FBPA coupling cs = coupling enzyme interference in Giardia aldolase counter-screen; activity change, negative = inhibition, % at 58.2 µM, hits read low; AID 2472; coupling enzyme system counterscreen, AmpLite Red fluorescence; 290,000 compounds, 0.67% hits; in the data active means activity change below about -30%
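Fluorescence at 525 nm excitation and 598 nm emission measured inhibition of the coupled detection system without aldolase. Compounds (at 57.5 uM final) were preincubated 10 min at room temperature with coupling enzyme reagent before a 20 min substrate/AmpLite Red step.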
PKM2 activator = activators of human pyruvate kinase M2; purified PKM2, Kinase-Glo ATP luminescence, activation; response scale: 0% is enzyme alone, no compound; Potency, µM (titrated, usually from 57.5 µM), without a hit: top-dose activation, actives largely listed as activators; 260,000 compounds, 0.34% hits; AID 1631; further: potency means the concentration at half of the fitted maximal effect; nearly all actives have a fitted effect of over 55% in size
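hPK-M2, >95% pure; 0.1 mM ADP / 0.5 mM PEP final; imidazole pH7.2 buffer w/ 7 mM MgCl2, 50 mM KCl; 1 h RT; Kinase-Glo lum. Intermediate enzyme activity for dual inhibitor/activator qHTS.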
BCR signal inh = blocks chronic active B-cell receptor signaling; ABC-DLBCL IkBa-CBG/CBR reporter, luminescence ratio, 4 h; Potency, µM (series often up to 46.1 µM), for the others: top-dose ratio change, negative = lower green/red ratio, actives largely listed as inhibitors; 340,000 compounds, 0.05% hits; AID 493014; active means well fitted inhibition curve with a large enough effect in the signal ratio, with a control signal flat, not every such curve was filed as active; inconclusive means small, poorly fitted or top-dose-only effect, or effect the other way, or a change in a side signal; the % refers to the signal ratio;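 further: potency means the concentration at half of the fitted maximal effect; plate controls were basal doxycycline-induced cells for no effect and cells given 10 µM MG132 for full effect; MG132 reads +100%, hits lower the ratio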
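Compounds up to 46 uM were incubated four hours with TMD8 cells whose green CBG68 luciferase is fused to IkappaBalpha; red CBR luminescence normalised the signal, and concentration-effect curves were fitted to fusion, red and ratio data.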
GALK inh = blocks human galactokinase activity; P51570; Purified GALK, Kinase-Glo residual ATP luminescence; Potency, µM (highest dose often 57.5 µM), for inactives: top-dose activity change, negative = inhibition, usual class: inhibitors; 270,000 compounds, 0.007% hits; AID 1868; further: potency means the concentration at half of the fitted maximal effect
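Galactose (100 uM) and ATP (35 uM) were turned over by 5 nM GALK for 1 h at RT. Kinase-Glo Plus then converted the remaining ATP into a luminescent signal.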
USP2a block = USP2a (human) protease inhibition; O75604; Potency, µM (highest dose often 38.3 µM), without a hit: at the top dose activity change, negative = inhibition, actives largely listed as inhibitors; AID 463254; USP2 core, Ub-CHOP2 coupled fluorogenic reporter, 485/531; 330,000 compounds, 0.01% hits;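 further: potency means the concentration at half of the fitted maximal effect; plate controls were DMSO wells for no effect and full inhibition by NEM control for full effect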
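Deubiquitinase activity read as fluorescence (485/531 nm) after Ub-CHOP2 cleavage activates the enterokinase reporter on its substrate; USP2 core 10nM, Ub-CHOP2 and substrate 25nM each, 30min compound preincubation then 60min RT; data normalized to NEM, curves fitted.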
Eya2 phos inh = Eya2 (human) phosphatase inhibition. recombinant Eya2, OMFP fluorescence dephosphorylation (OMFP is methylfluorescein phosphate). 330,000 compounds, 0.006% hits. O00167. Potency, µM (titrated, usually from 76.9 µM), without a hit: at the highest dose activity, negative = inhibition, most hits filed as inhibitors; further: potency means the concentration at half of the fitted maximal effect
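Eya2 protein (added as 0.2 uM solution) was preincubated with compound for 10 min at ambient temperature in 50 mM HEPES pH 7.5, 50 mM NaCl, 5 uM MgCl2, 0.05% BSA, 1 mM DTT. OMFP (added at 50 uM) then reacted 10 min; fluorescence read at 485/525 nm.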
B2AR arrestin = agonists driving beta-arrestin recruitment to human beta2-adrenergic receptor; AID 492947; P07550; beta-arrestin recruitment to beta2AR, cell-based reporter; Potency, µM (top dose mostly 46.1 µM), without a hit: at the top dose activation, most hits filed as activators; 330,000 compounds, 0.02% hits;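 further: potency means the concentration at half of the fitted maximal effect; 0% = DMSO controls and full agonism = EC100 isoproterenol or metaproterenol; nearly all actives have a fitted effect of over 65% in size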
* hit, by the source's call; u = inconclusive; x = no result given; [ ] = remark or other dose. Unless noted, the call rests on the fitted dose curve; in most records, active means well fitted curve in the direction sought with a large enough effect; inconclusive means small, poorly fitted or top-dose-only effect, or another doubt; inactive means no such curve, though single readings can be large; an effect the other way counts as inactive or inconclusive. Unless noted, on the % scale 0 is the no-effect control and ±100 the full control effect.

canonical_smiles,KCNH2 3.1 block,Giardia kill,hERG WT inh,uPA surface inh,FBPA coupling cs,PKM2 activator,BCR signal inh,GALK inh,USP2a block,Eya2 phos inh,B2AR arrestin
CCOc1ccccc1N=C1SC(CC(=O)Nc2ccc(OC)cc2OC)C(=O)N1CCC1=CCCCC1 (configuration not stated),7,7,-4,-8%,-10,-1%,-3%,-2%,-2%,-3%,-0.5%
CCCCOC(=O)C1=C(C)NC(=O)NC1c1cccc([N+](=O)[O-])c1 (configuration not stated),3,-14,-6,11%,0,3%,-11%,0%,4%,3%,0.0%
N#CCCn1cc(C(=O)N2CCOCC2)c(-c2ccc3c(c2)OCCO3)n1,9,10,-8,3%,-1,1%,-10%,-1%,1%,-10%,0.5%
CCCCn1c(=O)nc2n(-c3ccc(OC)cc3)c3ccccc3cc-2c1=O,-9,42[activator],4,2%,0,-8%,-2%,0%,1%,-2%,-0.1%
CN(CCCC(=O)NC1CC(C)(C)NC(C)(C)C1)S(=O)(=O)c1ccc([N+](=O)[O-])cc1,-6,5,-8,4%,3,-4%,6%,0%,3%,u,-0.2%
COc1ccc2c(c1)C(=NNc1ccc(C(=O)O)cc1)c1cc(OC)ccc1-2,9,-6,-2,-7%,-1,x,u,-2%,-1%,-6%,-0.2%
COC(=O)c1sccc1NC(=O)c1ccnn1C,14,3,18,0%,1,-1%,1%,1%,-1%,-5%,0.4%
Cc1cccc(C(=O)Nc2nsc(N)n2)c1,-5,-5,-11,-5%,x,x,u,x,0%,-26%,-0.1%
COC(=O)c1cc(-c2cccs2)[nH]n1,-11,2,x,-3%,-1,-6%,-11%,2%,1%,1%,-0.8%
COC(=O)Cc1nnc(SCC(=O)Nc2ccccc2)c2ccccc12,8,-5,-7,u,x,x,u,6%,3%,2%,-0.8%
COc1ccc(C)cc1-n1nnnc1SCn1nnc2ccccc2c1=O,0,-12,-2,-2%,1,u,-1%,2%,2%,-12%[15.4 µM],-3.6%
COc1ccc(CN2C(=NC(=O)COc3ccccc3)SC3CS(=O)(=O)CC32)cc1 (configuration not stated),-10,2,-9,0%,x,x,1%,-1%,1%,-3%,0.3%

An excerpt from above in order of formula weight, ascending.
canonical_smiles,KCNH2 3.1 block,Giardia kill,hERG WT inh,uPA surface inh,FBPA coupling cs,PKM2 activator,BCR signal inh,GALK inh,USP2a block,Eya2 phos inh,B2AR arrestin
CCCCn1c(=O)nc2n(-c3ccc(OC)cc3)c3ccccc3cc-2c1=O,-9,42[activator],4,2%,0,-8%,-2%,0%,1%,-2%,-0.1%
COc1ccc(C)cc1-n1nnnc1SCn1nnc2ccccc2c1=O,0,-12,-2,-2%,1,u,-1%,2%,2%,-12%[15.4 µM],-3.6%
CCOc1ccccc1N=C1SC(CC(=O)Nc2ccc(OC)cc2OC)C(=O)N1CCC1=CCCCC1 (configuration not stated),7,7,-4,-8%,-10,-1%,-3%,-2%,-2%,-3%,-0.5%

(next part)
canonical_smiles,KCNH2 3.1 block,Giardia kill,hERG WT inh,uPA surface inh,FBPA coupling cs,PKM2 activator,BCR signal inh,GALK inh,USP2a block,Eya2 phos inh,B2AR arrestin
COc1ccc(Nc2nc(N3CCCCC3)nc3ccccc23)c(OC)c1,24,-19,8,-8%,-1,6%,u,0%,2%,-8%,-0.1%
COc1ccc(C)cc1NC(=S)NNC(=O)c1c(Br)cnn1C,-6,12,2,1%,5,-5%,-1%,0%,4%,u,-0.2%
CCN(CC)C(=O)c1[nH]cnc1C(=O)Nc1cccc(C)c1,-7,u,7,-9%,x,x,15%,x,-1%,-9%,-0.1%
CCOC(=O)/C(N=Nc1cc(C(=O)O)cc(C(=O)O)c1)=C(\O)CCl,-14,-5,4,0%,1,-13%,6%,1%,-3%,1%,-0.7%
Cc1cccc(N2CC(C(=O)Nc3nnc(SCc4ccccn4)s3)CC2=O)c1 (configuration not stated),21,4,-23,8%,4,1%,7%,1%,0%,-9%,-0.1%
COc1ccc(-c2nc3c4ccccc4ccn3c2CN2CCCCC2)cc1,-3,-5,6,u,-3,1%,-3%,0%,1%,-1%,0.0%
Cc1nc2c(C)cccc2cc1C(=O)N/N=C/c1cccc([N+](=O)[O-])c1,2,3,11,-7%,-7,-2%,2%,-1%,0%,-3%,4.1%
CC(C)(C)c1csc(NC(=O)Cc2ccc(S(=O)(=O)N3CCOCC3)s2)n1,-6,14,3,-8%,x,x,u,x,0%,31%,-0.4%
COc1ccc(NS(=O)(=O)c2ccc(S(=O)(=O)N(C)C)cc2)cc1S(N)(=O)=O,-11,u,-4,7%,0,-3%,6%,7%,1%,6%,0.0%
COc1ccc2cc(CN(CCc3ccccc3)Cc3nnnn3CC3CCCO3)c(=O)[nH]c2c1 (configuration not stated),-5,2,4,-4%,-1,-10%,u,5%,-5%,-8%,0.1%
Cc1cc(C)nc(NS(=O)(=O)c2ccc(NC(=O)c3cccc(N4C(=O)CCC4=O)c3)cc2)n1,-9,-5,5,-3%,-3,7%,3%,-4%,-1%,0%,0.4%
CC(C)(C)NCCOCCOc1ccc(Cl)cc1C(C)(C)C,-29,14,-8,3%,1,-6%,-1%,-1%,1%,-5%,-0.4%
CC(=O)Nc1sc2c(c1C(c1cccc(F)c1)N1CCN(CCO)CC1)CCCC2 (configuration not stated),-2,18,-6,-9%,-1,3%,-19%,1%,1%,-12%,0.1%
COc1ccc(NC(=O)OCCn2c([N+](=O)[O-])cnc2C)cc1,1,-87*,-12,3%,4,4%,4%,2%,4%,-3%,-0.5%
Cc1cccc(C)c1NC(=O)N1C2CCCC1CC(NC(=O)C(C)(C)C)C2 (configuration not stated),11,0,5,4%,3,18%,-1%,3%,1%,-2%,0.2%
Cc1ccccc1SCC(=O)Nc1cccc(C#N)c1,-20,-12,-5,-1%,1,5%,u,0%,5%,6%,0.3%
O=C(NNC(=O)c1cc2ccccc2[nH]1)OCc1ccccc1,x,u,x,13%,x,x,0%,x,0%,1%,-1.0%
Cn1ncc(N2CCN(S(=O)(=O)c3ccc(Br)cc3)CC2)c(Cl)c1=O,1,5,4,0%,6,u,2%,1%,0%,8%,-0.1%
CC1=NN(c2ccccc2C(=O)O)C(=O)C1N=Nc1ccccc1 (configuration not stated),1,-2,2,-19%,-1,-1%,u,-9%,-1%,-1%,-0.6%
Cc1ccc(S(=O)(=O)Oc2cccc(/C=N/Nc3ccc(C(=O)O)cc3)c2)cc1,-1,9,-4,3%,-41*,6%,u,-8%,1%,-14%,-0.4%
Cc1ccc(-c2csc3ncnc(SCC(=O)NCC4CCCO4)c23)cc1 (configuration not stated),-1,6,-2,13%,x,x,u,x,-7%,-3%,-0.7%
S=c1nc(-c2ccccc2)n(Cc2ccco2)c2c1CCCC2,x,x,x,x,1,12%,4%,-1%,-1%,7%,-1.4%
COCCN(C(=O)c1oc2ccccc2c1COC)c1c(N)n(CC(C)C)c(=O)[nH]c1=O,-5,-10,-1,-3%,x,x,0%,x,3%,8%,0.0%
Cc1ccc(N(C(=O)c2cc3ccccc3oc2=O)C2C=CS(=O)(=O)C2)cc1 (configuration not stated),0,-2,-1,-4%,1,-3%,5%,2%,2%,5%,0.6%
COc1ccc(/C=C(\NC(=O)c2ccc([N+](=O)[O-])cc2)C(=O)NCCCN2CCOCC2)cc1,u,-16,-46,1%,-1,1%,0%,-1%,-1%,9%,0.0%
